KCNH2 3.1 inh – blocks the human KCNH2 3.1 channel isoform. U2OS KCNH2 3.1, thallium flux FluxOr; active compounds read low. activity change, % (tested at about 1.8 µM). 340,000 tested, 0.95% active;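 active means maximum activity change below -70%; inconclusive means maximum activity change from -70% to -50%; inactive means maximum activity change above -50%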;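 further: thallium influx rate constant from kinetic fluorescence after stimulation buffer; on the % scale 0 is the no-effect control and ±100 the full control effect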
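U2OS cells transduced with KCNH2 3.1 mutant virus (1.77 x 10^8 /mL, 4 h), plated overnight at 37 C, loaded 45 min with FluxOr dye plus Red40 quencher. Thallium flux rate constant from kinetic reads after stimulation buffer, normalised to controls.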
Giardia killer – kills Giardia lamblia | AID 540267 | 340,000 tested, 0.15% active | activity change, % at 7.66 µM, hits read low | Giardia lamblia trophozoite viability; in the data active means activity change below about -80%; inconclusive means between about -30% and that limit;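 further: parasites exposed to compound for two days anaerobically before the ATP read; on the % scale 0 is the no-effect control and ±100 the full control effect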
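Killing of trophozoites was scored by loss of ATP luminescence after a 48 hrs anaerobic exposure to compounds at 37 deg C, using 100 cells per well.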
NPC1 promoter act – activators of NPC1 promoter; 320,000 tested, 2.4% active; AID 485313; Potency, µM (highest dose often 9.22 µM), for inactives: top-dose activation, actives largely listed as activators; Huh7 NPC1 promoter luciferase reporter, 24 h;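 further: potency means the concentration at half of the fitted maximal effect; % of control where 0% means no effect; nearly all actives have a fitted effect of over 60% in size; reporter is driven by a mutant NPC1 promoter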
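Huh7 cells stably carrying NPC1 promoter–luciferase, plated in Opti-MEM with 10% FBS for 2 h, were exposed to compound in DMSO for 24 h at 37 °C; luciferase reagent was added for 10 min and luminescence read.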
RORgamma inh – inhibitors of mouse ROR gamma transcriptional activity | Drosophila S2 Gal4-RORgamma UAS-luciferase reporter, 20 h | Potency, µM (titrated, usually from 53.6 µM), inactives show top-dose activity change, negative = inhibition, actives largely listed as inhibitors | 310,000 tested, 5.4% active; further: potency means the concentration at half of the fitted maximal effect; on the % scale 0 is the no-effect control and ±100 the full control effect; nearly all actives have a fitted effect of over 60% in size
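A Gal4/UAS one-hybrid system in insect cells: metallothionein-promoter Gal4–ROR gamma fusion plus Photinus luciferase reporter. Copper sulfate 700 uM final, 20 hr ambient incubation, luminescent detection after 10 min with reagent.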
FLuc modulator – counter-screen for miR-21 project: firefly luciferase inhibitors or activators. purified FLuc, Km substrates, luminescence inhibition. Potency, µM (series often up to 57.5 µM), for the others: top-dose activity change, negative = inhibition, usual class: inhibitors. 360,000 tested, 6.9% active. AID 588342;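 further: potency means the concentration at half of the fitted maximal effect; plate controls were vehicle for no effect and reference inhibitor for full effect; nearly all actives have a fitted effect of over 55% in size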
Target sequence (P08659 whole entry, looked up): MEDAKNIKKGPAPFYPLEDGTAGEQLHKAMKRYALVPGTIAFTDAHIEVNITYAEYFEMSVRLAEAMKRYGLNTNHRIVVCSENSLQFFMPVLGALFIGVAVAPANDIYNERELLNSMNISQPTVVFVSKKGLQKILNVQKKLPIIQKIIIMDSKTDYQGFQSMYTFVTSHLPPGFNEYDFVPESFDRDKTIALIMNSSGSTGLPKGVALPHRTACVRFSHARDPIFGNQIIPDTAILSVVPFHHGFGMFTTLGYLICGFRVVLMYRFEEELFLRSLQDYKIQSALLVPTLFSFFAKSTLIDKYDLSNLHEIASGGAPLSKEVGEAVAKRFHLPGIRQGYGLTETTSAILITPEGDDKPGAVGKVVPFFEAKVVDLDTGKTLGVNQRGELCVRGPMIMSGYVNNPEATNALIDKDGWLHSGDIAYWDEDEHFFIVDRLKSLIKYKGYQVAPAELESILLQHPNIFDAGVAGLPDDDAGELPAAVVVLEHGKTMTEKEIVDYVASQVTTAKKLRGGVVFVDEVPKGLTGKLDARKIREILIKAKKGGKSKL
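Purified P. pyralis luciferase (10nM final) with 10uM D-luciferin and 10uM ATP (Km levels) in 50mM Tris acetate pH 7.5, 10mM Mg acetate, 0.01% Tween-20, 0.05% BSA; qHTS 6-point titration, ~60 µM downward; luminescence read.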
Gal4-VP16 FLuc – inhibits Gal4-VP16 luciferase reporter, ROR gamma counter-screen; Drosophila S2 Gal4-VP16 UAS-luciferase, luminescence, 20 h; Potency, µM (top dose mostly 53.6 µM), inactives show at the highest dose activity, negative = inhibition, usual class: inhibitors; 310,000 tested, 3.5% active; AID 2546;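 further: Gal4-VP16 expression switched on by copper sulfate through the metallothionein promoter; potency means the concentration at half of the fitted maximal effect; on the % scale 0 is the no-effect control and ±100 the full control effect; nearly all actives have a fitted effect of over 50% in size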
Rab9 prom act – activates the Rab9 promoter; Huh7 Rab9 promoter-luciferase reporter, luminescence, 24 h; Potency, µM (series often up to 9.22 µM), for inactives: at the top dose activation, negative = inhibition, actives largely listed as activators; 320,000 tested, 2.8% active; further: potency means the concentration at half of the fitted maximal effect; % of control where 0% means no effect; nearly all actives have a fitted effect of over 60% in size
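Huh7 cells stably carrying a Rab9 promoter-luciferase reporter, 1500 cells per well in OP-MEM I with 10% FBS, treated with compound 24 hours at 37C. Luciferase activity read by luminescence after 10 minutes with Amplite reagent.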
FBPA coupling cs – coupling enzyme interference in Giardia aldolase counter-screen; coupling enzyme system counterscreen, AmpLite Red fluorescence; activity change, negative = inhibition, % at 58.2 µM, hits read low; 290,000 tested, 0.67% active; AID 2472; in the data active means activity change below about -30%; further: on the % scale 0 is the no-effect control and ±100 the full control effect
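Counterscreen lacking aldolase: glyceraldehyde-3-phosphate coupling-enzyme reagent preincubated 10 min at RT with compound (at 57.5 uM final), then substrate/coupling system with AmpLite Red added; fluorescence read at 525/598 nm after 20 min RT.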
ELG1 genotoxic – genotoxicity induction in ELG1-luciferase HEK293T cells | HEK293T ELG1-luciferase reporter, luminescence, 16 h | AID 504466 | 330,000 tested, 1.3% active | Potency, µM (top dose mostly 46 µM), inactives show at the top dose activity change, positive = activation, actives largely listed as activators; further: potency means the concentration at half of the fitted maximal effect; % of control where 0% means no effect; nearly all actives have a fitted effect of over 60% in size
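16 hr compound incubation (37 °C, 5% CO2) of HEK293T cells carrying luciferase-tagged ELG1; luciferase then measured by ONE-Glo luminescence after 30 min at RT.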
uPA surface inh – blocks generation of uPA at the cell surface | cell surface uPA generation assay, qHTS | 330,000 tested, 0.31% active | Potency, µM (doses to about 38.3 µM), for inactives: at the top dose activity change, negative = inhibition, most hits filed as inhibitors; active means well fitted inhibition curve with a large enough effect; inconclusive means small, poorly fitted or top-dose-only effect; inactive means no such curve, though single readings can be large or run the other way; tested in mouse RAW 264.7 cells; further: potency means the concentration at half of the fitted maximal effect; on the % scale 0 is the no-effect control and ±100 the full control effect; nearly all actives have a fitted effect of over 55% in size
Tb PFK block – inhibitors of T. brucei phosphofructokinase. O15648. T. brucei PFK, ADP-Glo luminescence. Potency, µM (series often up to 57.5 µM), without a hit: at the highest dose activity, negative = inhibition, actives largely listed as inhibitors. 330,000 tested, 0.17% active. AID 485367;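 further: potency means the concentration at half of the fitted maximal effect; 0% = uninhibited 1x PFK enzyme wells and -100% = no-enzyme wells; nearly all actives have a fitted effect of over 60% in size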
Target sequence (O15648 whole entry, looked up): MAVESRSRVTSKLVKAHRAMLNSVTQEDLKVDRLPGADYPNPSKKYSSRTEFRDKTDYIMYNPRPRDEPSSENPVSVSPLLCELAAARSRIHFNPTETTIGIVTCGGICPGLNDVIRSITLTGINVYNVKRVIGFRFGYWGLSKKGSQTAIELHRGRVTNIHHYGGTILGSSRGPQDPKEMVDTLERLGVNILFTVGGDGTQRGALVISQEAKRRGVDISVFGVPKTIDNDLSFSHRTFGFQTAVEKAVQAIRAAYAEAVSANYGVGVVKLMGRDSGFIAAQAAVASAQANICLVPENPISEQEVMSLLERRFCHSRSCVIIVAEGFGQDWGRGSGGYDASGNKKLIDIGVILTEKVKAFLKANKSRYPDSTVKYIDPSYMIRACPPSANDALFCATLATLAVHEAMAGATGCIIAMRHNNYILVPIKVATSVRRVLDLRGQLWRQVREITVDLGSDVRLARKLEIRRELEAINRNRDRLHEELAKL
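PFK 1.25 nM, F6P 0.5 mM, ATP 0.1 mM, 0.1 M TEA pH 8.0, 5 mM MgCl2, 0.01% Tween20, 0.1% BSA; 45 min RT. ADP-Glo readout. qHTS titration up to 57 uM; curves fitted, compounds curve-classed.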
Starred values were filed as active, the others as inactive; ? = inconclusive; nt = not tested or not shown; & = joins results of further samples; [ ] = remark or other dose. Unless noted, the call rests on the fitted dose curve; in most records, active means well fitted curve in the direction sought with a large enough effect; inconclusive means small, poorly fitted or top-dose-only effect, or another doubt; inactive means no such curve, though single readings can be large; an effect the other way counts as inactive or inconclusive.

SMILES	KCNH2 3.1 inh	Giardia killer	NPC1 promoter act	RORgamma inh	FLuc modulator	Gal4-VP16 FLuc	Rab9 prom act	FBPA coupling cs	ELG1 genotoxic	uPA surface inh	Tb PFK block
COc1ccc(CCN(C)C(=O)c2c(C)nn(-c3ccccc3)c2C)cc1OC	nt	3	-4%	-2%	-1%	-5%	3%	nt	2%	-5%	3%
COc1ccc(NC(=O)CSCc2ccc(C)cc2)cc1	nt	18	-2%	36%	-1%	9%	-3%	4	1%	3%	-4%
COC(=O)C1=C(C)N(Cc2ccccc2)C(=NCc2cc(OC)c(OC)c(OC)c2)N[C@H]1CCc1ccccc1	2	-2	-4%	-18%	1%	-4%	-1%	0	-2%	-22%	4%&-2%
Cc1ccc(C(=O)N/C(N)=N/c2nc3ccccc3o2)cc1	-7	-26	?	-28%	-15%	0%	?	1	?	5%	5%
O=C1NN=C(c2ccc(Cl)cc2)CC1c1cccc(Br)c1 (centres undefined)	-49	5	-2%	41%	-9%	6%	-2%	0	-10%	-1%	-4%
CCOC(=O)N1CCN(S(=O)(=O)c2cc3c(cc2C)NC(=O)CO3)CC1	-15	-1	-5%	15%	-1%	1%	11%	5	0%	3%	-6%
COc1cccc(C2c3[nH]c4ccccc4c3C[C@H]3C(=O)N(c4ccccc4C(=O)N4CCC(C(=O)O)CC4)C(=O)N23)c1 (some centres undefined)	-4	-14	0%	18%	-1%	-7%	7%	3	8%	2%	6%
Cn1c(-c2nonc2NC(=O)c2ccc(C(C)(C)C)cc2)nc2ccccc21	nt	nt	0%	16%	-6%	-5%	-4%	3	-2%	nt	1%
Cc1cc(C)cc(N(CC(=O)NC(C)C)C(=O)CCC(=O)Nc2ccccn2)c1	-16	5	-1%	-7%	2%	12%	4%	0	-6%	15%	0%
CCCC(=O)n1nc(-c2ccc(C)cc2)nc1NCc1ccco1	7	8	?	17%	-4%	-21%	?	-3	?	1%	-4%
O=C1NC(c2ccccc2)=NC1(NS(=O)(=O)c1ccc(Cl)cc1)C(F)(F)F (centres undefined)	5	-13	-2%	2%	2%	-8%	0%	0	1%	3%	2%
COc1ccc(NS(=O)(=O)c2ccc(NC(C)=O)cc2)c(OC)c1	-7	-12	-6%	14%	-1%	1%	-10%	2	-4%	-4%	-1%
N#CCCCn1c(-c2ccccc2)noc1=O	-1	0	-2%	2%	-2%	-11%	-1%	1	-2%	nt	1%
CN(CC(=O)Nc1ccccc1Cl)C(=O)Cn1nnc(-c2ccc(F)cc2)n1	13	19	1%	nt	-1%	nt	-2%	nt	7%	1%	-1%
CCCn1nnc(NC(=O)c2ccc(Cl)cc2Cl)n1	-8	17	3.2µM*	21%	19µM*	?	3.2µM*	-6	9.2µM*	-2%	0%
Cc1c(C(=O)N2CCN(Cc3ccccc3)CC2)oc2c1C(=O)CC(C)(C)C2	-11	6	-3%	0%	-1%	4%	-4%	nt	-1%	-4%	2%
COc1ccc(OC)c(C2C(C(=O)c3ccco3)=C(O)C(=O)N2Cc2cccnc2)c1 (centres undefined)	23	-4	-1%	?	0%	-4%	5%	nt	0%	5%	-25%
CC(=O)Cc1nsc(NC(=O)c2ccc(-c3ccccc3Cl)o2)n1	5	-7	4%	-5%	11µM*	-1%	8%	-10	?	-2%	1%
O=S1(=O)c2ccc(Br)cc2N2CCC[C@@H]2CN1Cc1ccccc1	-26	?	nt	nt	nt	nt	nt	nt	1%	?	-3%
COc1ccc(NC(=O)Cc2nnc(SCC(=O)NC3CCCCC3C)n2C)cc1 (centres undefined)	-6	-6	1%	3%	-11%	4%	0%	1	3%	6%	-5%
O=C(c1ccc(NS(=O)(=O)c2ccc3[nH]c(=O)[nH]c3c2)cc1)N1CCCC(C(F)(F)F)C1 (centres undefined)	-1	-5	0%	nt	0%	nt	-4%	nt	-4%	3%	0%
Cc1nc(SCc2ccc(F)cc2)c([N+](=O)[O-])[nH]1	-2	-19	-1%	?	?	1%	-1%	2	-1%	-4%	2%
COc1ccc(NS(=O)(=O)c2cccc(C(=O)NCC(c3ccc(OC)cc3)N3CCCC3)c2)cc1 (centres undefined)	-25	1	6%	nt	2%	nt	0%	nt	-4%	-4%	0%
O=C(C1=C(O)C(=O)N(CCCn2ccnc2)C1c1cccc(Br)c1)c1ccco1 (centres undefined)	-3	-27	-2%	19%	-2%	-5%	5%	nt	1%	-3%	-18%
Brc1ccc(CSc2ncn[nH]2)cc1	-6	-15	0%	11%	-5%	0%	11%	-3	1%	-3%	-4%
COCc1cc(C)nc(OCC(=O)N/N=C/c2ccc(O)cc2)c1C#N	-11	-11	-5%	13%	-2%	-1%	-5%	1	-2%	0%	-2%
C/C(=C\C(=O)c1ccccc1)NNC(=O)c1ccc(Cl)cc1	14	?	-2%	7.1µM*	-16%	4.5µM*	8%	-1	2%	1%	1%
CCCCCCC12CCC(C(=O)O)(CC1)CC2	nt	nt	-3%	0%	-2%	2%	-1%	12	0%	nt	-5%
O=C(O)C1CCCCN1S(=O)(=O)c1cccc2nsnc12 (centres undefined)	8	-24	-1%	3%	6%	2%	-2%	3	1%	4%	0%
COc1ccc(NC(=O)CN(C)CC(=O)Nc2cccc(C(C)=O)c2)cc1	7	-14	0%	1%	0%	-3%	-2%	0	0%	0%	-13%
COc1ccc(C(=O)Nc2cccc(S(=O)(=O)NC3=NCCCCC3)c2)cc1	-4	19	0%	nt	?	nt	-5%	nt	0%	-17%	-4%
CCCCc1nnc(NC(=O)CSCc2cc(=O)n3ccsc3n2)s1	32	5	2%	-5%	0%	1%	-1%	nt	1%	8%	15%
CCO[C@H]1OC(C(=O)O)=C[C@@H](C2CC2)[C@@H]1CCCO	nt	nt	-5%	-13%	-1%	-3%	-2%	-1	2%	nt	-2%
CCc1c(C(=O)Nc2nnc(C3CC3)s2)csc1C	-2	-7	29%	1%	4%[2.3 µM]	7%	?	2	9%	18%	-3%
CCN(CC)c1nc(N)nc(NS(=O)(=O)c2ccc(Cl)cc2)n1	-23	-1	8%	-6%	2%	9%	2%	-33*	-7%	3%	1%
CC(CN1CCN(C)CC1)OC(=O)c1ccc(Cl)cc1Cl (centres undefined)	-2	40[activator]	nt	?	3%	-10%	nt	1	nt	nt	nt
NS(=O)(=O)c1ccc(NC(=O)COC(=O)CNC(=O)C23CC4CC(CC(C4)C2)C3)cc1	8	5	-1%	0%	-10%	-11%	1%	0	2%	-5%	1%

Some of these compounds in order of SMILES length, low to high:
SMILES	KCNH2 3.1 inh	Giardia killer	NPC1 promoter act	RORgamma inh	FLuc modulator	Gal4-VP16 FLuc	Rab9 prom act	FBPA coupling cs	ELG1 genotoxic	uPA surface inh	Tb PFK block
CC(CN1CCN(C)CC1)OC(=O)c1ccc(Cl)cc1Cl (centres undefined)	-2	40[activator]	nt	?	3%	-10%	nt	1	nt	nt	nt
CCCCc1nnc(NC(=O)CSCc2cc(=O)n3ccsc3n2)s1	32	5	2%	-5%	0%	1%	-1%	nt	1%	8%	15%
O=S1(=O)c2ccc(Br)cc2N2CCC[C@@H]2CN1Cc1ccccc1	-26	?	nt	nt	nt	nt	nt	nt	1%	?	-3%
CCO[C@H]1OC(C(=O)O)=C[C@@H](C2CC2)[C@@H]1CCCO	nt	nt	-5%	-13%	-1%	-3%	-2%	-1	2%	nt	-2%
Cc1c(C(=O)N2CCN(Cc3ccccc3)CC2)oc2c1C(=O)CC(C)(C)C2	-11	6	-3%	0%	-1%	4%	-4%	nt	-1%	-4%	2%
O=C(C1=C(O)C(=O)N(CCCn2ccnc2)C1c1cccc(Br)c1)c1ccco1 (centres undefined)	-3	-27	-2%	19%	-2%	-5%	5%	nt	1%	-3%	-18%
COC(=O)C1=C(C)N(Cc2ccccc2)C(=NCc2cc(OC)c(OC)c(OC)c2)N[C@H]1CCc1ccccc1	2	-2	-4%	-18%	1%	-4%	-1%	0	-2%	-22%	4%&-2%
